# Screening data deposited in PubChem BioAssay by Sanford-Burnham Center for Chemical Genomics.
# TNAP pNPP inh: blocks human TNAP p-nitrophenol release; P05186; purified TNAP, pNPP hydrolysis, absorbance 405 nm; inhibition, % at 20 µM; 21,000 tested, under 10 active; AID 615;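 further: 0% = DMSO only wells and 100% = 1 mM levamisole wells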
# Target sequence (P05186 whole entry, looked up): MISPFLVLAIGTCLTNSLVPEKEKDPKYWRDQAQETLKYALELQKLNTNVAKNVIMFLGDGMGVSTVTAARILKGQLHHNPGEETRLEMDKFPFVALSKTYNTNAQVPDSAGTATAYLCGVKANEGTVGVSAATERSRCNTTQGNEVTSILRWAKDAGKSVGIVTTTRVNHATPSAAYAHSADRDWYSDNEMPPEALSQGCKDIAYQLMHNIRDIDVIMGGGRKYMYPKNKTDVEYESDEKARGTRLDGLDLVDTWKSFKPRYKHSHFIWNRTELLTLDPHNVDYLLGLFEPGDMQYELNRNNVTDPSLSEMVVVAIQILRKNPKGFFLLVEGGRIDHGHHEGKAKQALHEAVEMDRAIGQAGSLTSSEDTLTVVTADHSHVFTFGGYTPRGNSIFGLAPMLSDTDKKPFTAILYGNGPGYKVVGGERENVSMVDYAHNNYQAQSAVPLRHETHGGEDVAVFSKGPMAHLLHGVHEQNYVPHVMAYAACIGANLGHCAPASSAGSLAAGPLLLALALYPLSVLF
# TNAP Pi inh: inhibitors of human tissue-nonspecific alkaline phosphatase; P05186; purified TNAP, pNPP, malachite green phosphate absorbance; inhibition, % at 20 µM; 21,000 tested, under 10 active
# The depositor's hits bear a star.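 How the source made its calls: active means inhibition above 50% at the 20 µM single-dose screen; inactive means the rest.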 Only part of the results is shown; rates above refer to the full screens.
# Below each SMILES – TNAP Pi inh, TNAP pNPP inh
> COCc1[nH]nc2c1C1(CCSCC1)C(C#N)=C(N)O2
  8, 8
> Cc1ccccc1OCC(=O)NCCN(C)C
  9, 4
> CCN(CC)S(=O)(=O)c1ccc(-c2nnc(SCC(=O)c3ccc(OC)cc3)o2)cc1
  0, 0
> Cc1cccc(-n2ncc3c(NCc4ccc5c(c4)OCO5)ncnc32)c1
  -3, 1
> CCOCC(=O)Nc1cccc(NC(C)=O)c1
  5, -5
> Cc1c(N=Cc2ccncc2)c(=O)n(-c2ccccc2)n1C
  -62, -31
> O=C(NCCCCO)C(F)(F)C(F)(F)C(F)(F)C(=O)NCCCCO
  5, 4
> CC(C)OC(=O)C(CC(=O)O)NCc1ccccc1 (stereo not given)
  7, 4
> COc1cc(C)c(S(=O)(=O)N2CCN(C)CC2)cc1C
  0, 0
> O=C(CSc1ncn(-c2ccccc2)n1)c1cccs1
  -2, -6
> Fc1cccc(-c2cc3nc4c(c(N5CCOCC5)n3n2)CCCC4)c1
  16, 8
> CN(C(=O)CN1CCC(NC(=O)C2CCCCC2)CC1)C1CCCCC1
  10, 6
> CC(C)Oc1ccc(C2NC(=O)NC2=O)cc1 (stereo not given)
  10, 2
> CC1=C(C(=O)OC(C)C)C(C)C(C(=O)OC(C)C)=C(C)N1
  11, 7
> CC(C)C(=O)Nc1nnn(C)n1
  2, -5
> O=C(C1CCC1)N(CCc1ccccc1)Cc1nc2ccccc2c(=O)[nH]1
  13, 5
> CC(=O)Nc1ccc(S(=O)(=O)Nc2nc3n(n2)C(c2ccccc2)CC(=O)N3)cc1 (stereo not given)
  10, 7
> COc1ccc2nc(NC(=O)c3cnccn3)sc2c1
  0, 0
> CC1(C)Nc2ccc(O)cc2-c2c1ssc2=S
  0, 0
> COc1cccc(-c2nc(S(=O)(=O)c3ccccc3)c(N3CCOCC3)o2)c1
  0, 0
> CC(=O)OCC1=C(C(=O)O)N2C(=O)[C@@H](NC(=O)Cc3cccs3)[C@H]2SC1
  -5, 5
> O=C(COc1ccccc1)Nc1nn[nH]n1
  0, 0
> CCCn1nc(NS(C)(=O)=O)c2cc3cccc(C)c3nc21
  -3, -14
> CCCCNCCCOc1cccc(Cl)c1
  5, -3
> O=C(CSCSCC(=O)NCC1CCCO1)NCC1CCCO1 (stereo not given)
  -2, 2
> CCCc1cc(=O)n2[nH]c(C)nc2n1
  13, 3
> Cc1nn(-c2ccccc2)c2[nH]c(=O)c(CNCCN3CCOCC3)cc12
  6, 3
> COc1ccc(C(=O)NCCCCCC(=O)O)cc1OC
  -2, 0
> O=C(NCC(=O)N(CC1CCCO1)C(C(=O)NC1CCCCC1)c1ccc(F)cc1)c1ccco1 (stereo not given)
  18, 7
> CC1CCCCC1NC(=O)CSc1nc2ccccc2c(=O)n1Cc1ccco1 (stereo not given)
  -1, 2
> COc1ccc(-n2c(SCC(=O)NCc3cccs3)nnc2-c2ccoc2C)cc1
  11, -2
> CCCOC(=O)c1cccc(NC(=O)c2cccnc2)c1
  13, 14
> O=c1cc(-c2ccncc2)oc2ccccc12
  14, 5
> COc1ccc2c(c1)c1ncn(Cc3ccco3)c(=O)c1n2C
  11, 4
> CCCCn1nnnc1NCc1cc(OC)c(OC)c(OC)c1
  6, -1
> COc1cc(OC)cc(C(=O)NCC(=O)N2CCCCC2)c1
  15, 5
> CCn1c(-c2ccc(N(C)C)cc2)nc2ccccc21
  4, 1
> CSc1cccc(NC(=O)CN(c2ccc(C)cc2C)S(C)(=O)=O)c1
  6, 4
> CCCn1c(SCC(=O)NCc2ccco2)nnc1C(C)C
  6, 2
> Cc1csc2nc(CSc3nc4ccccc4o3)cn12
  -12, -2
> CCOC(=O)c1cnc(=O)[nH]c1C
  6, 0
> Cc1ccc2nc(N3CCN(Cc4ccc(F)cc4)C3=O)c(C)cc2c1
  5, 0
> Cc1ccc(-c2nnc3sc(-c4ccc5c(c4)OCCO5)nn23)cc1
  13, 6
> COc1ccccc1C(=O)N1CCN(C2CCN(Cc3ccccc3)CC2)CC1
  8, 3
> COc1ccc(CN(Cc2cccnc2)S(=O)(=O)c2ccc(-n3cnnn3)c(C)c2)cc1OC
  -5, -7
> COc1ccccc1N1CCN(C(=O)c2ccc(S(=O)(=O)N3CCCCC3)cc2)CC1
  12, 5
> CCCC(=O)Nc1cccc(-c2nc3cc(C)c(C)cc3o2)c1
  9, 3
> COc1ccc(Cl)c(NC(=O)Nc2c(C)n(-c3ccccc3)c(=O)n2C)c1
  0, 0
> CN(C)CCNc1nc2c(c(=O)[nH]c(=O)n2C)n1CC(O)COc1ccc(Cl)cc1 (stereo not given)
  2, 8
> COc1ccc(CSC2=NCCN2)cc1Cl
  -19, 5
> Nc1nnc2c(n1)CCCC2
  -12, 0
> COCC(=O)N(CCc1ccc(OC)c(OC)c1)Cc1nc2ccccc2c(=O)[nH]1
  15, 8
> O=C1c2cccnc2C(=O)N1Cc1ccco1
  6, 3
> Cc1cccnc1NCC(O)COc1ccccc1 (stereo not given)
  11, 5
> CC(C)COC(=O)NCCOC(=O)Nc1cccc(Cl)c1
  19, 10
> COc1ccc(-c2nc3nc(C)cc(C)n3n2)cc1
  2, 0
> Cc1cc(C)n(C(=O)CN2C(=O)CCC2=O)n1
  0, 0
> COc1ccc2c(c1)c(C(=O)OCCN(C)C)c(C)n2C
  6, -1
> COc1ccc(-c2csc(N(CC3CCCO3)C(=O)c3cccs3)n2)cc1 (stereo not given)
  4, 7
> CCOC(=O)c1cc(NC(=O)N2CCCc3ccccc32)c(C)nc1C
  19, 7

# (listing goes on)
# Below each SMILES – TNAP Pi inh, TNAP pNPP inh
> Cc1cc2nc(-c3cccnc3SCC(=O)NCc3ccco3)[nH]c2cc1C
  9, 0
> c1cc2c3c(cccc3c1)C(N1CCCCC1)=N2
  7, 1
> CC(C)C[C@H](NC(=O)NC(C)C)C(=O)O
  -6, 6
> COc1ccc(C2(O)CCN(Cc3nnnn3Cc3ccc(C)cc3)CC2)cc1
  6, 0
> CC(C(=O)N1CCCCC1)N1C(=O)c2ccccc2C1=O (stereo not given)
  0, 0
> CCSc1nc(N)c(C#N)c(-c2ccccc2Cl)c1C#N
  7, 2
> CCC(c1nnnn1C1CCCCC1)N(Cc1ccco1)Cc1cc2ccc(OC)cc2[nH]c1=O (stereo not given)
  9, 3
> CC1=C(C(=O)Nc2cccc(C)n2)C(c2ccc3c(c2)OCO3)C2=C(CC(c3ccco3)CC2=O)N1 (stereo not given)
  8, 1
> Cn1c(=O)n(Cc2ccccc2F)c2ccccc21
  -2, 1
> CCN(CC)S(=O)(=O)c1cccc(C(=O)Nc2nc3cc4c(cc3s2)OCCO4)c1
  2, -4
> CCOC(=O)/C(C#N)=C1\Nc2ccccc2N=C1N(CC(C)C)CC(C)C
  2, -4
> CCOc1ccccc1Nc1nc(N)nc(CN(C)C2CCCCC2)n1
  5, 2
> N/C(CC(=O)Nc1cccc(C(F)(F)F)c1)=N/O
  9, 5
> CCOC(=O)COc1ccc(S(=O)(=O)Nc2ccc3c(c2)OCCO3)cc1
  6, 0
> COc1ccc(-c2nnc3c4ccccc4c(C)nn23)cc1S(=O)(=O)N1CCN(CCO)CC1
  9, 3
> N#Cc1c2n(c3c(=O)n(Cc4ccccc4Cl)cnc13)CCCCC2
  15, 6
> N#Cc1nc(COc2ccc(Cl)cc2)oc1N1CCN(Cc2ccccc2)CC1
  14, 8
> CC(C)(CNS(=O)(=O)c1ccc(F)cc1)CNS(=O)(=O)c1ccc(F)cc1
  11, 4
> CC(C)(C)S(=O)(=O)c1ccc2nc3c(n2c1)CCCC3
  12, 0
> CCCCOC(=O)CSc1nc(N)c(C#N)c(-c2ccc(OC)cc2)c1C#N
  -4, -5
> COC(=O)C1=C(N)Oc2cc(C)n(C)c(=O)c2C1c1ccc(Cl)cc1 (stereo not given)
  8, 3
> Cc1c2c([n+]3n1CCC3)CC(C)(C)CC2=O
  12, 4
> CC/C(=N\O)c1ccc(OC)c(OC)c1
  13, 8
> Cc1cc(=O)oc2cc(OCC(=O)OCC(=O)NCc3ccc4c(c3)OCO4)ccc12
  0, 0
> O=C(NCCOc1ccc(Cl)cc1)C1CC(=O)N(c2ccc(F)cc2)C1 (stereo not given)
  10, 6
> CCOC(=O)c1cn(CC)c2ccc(Br)cc2c1=O
  3, 4
> O=C(NC1CCCCC1)N1CCC(c2nc(-c3ccc(S(=O)(=O)N4CCCC4)cc3)no2)CC1
  11, 4
> COC(=O)c1ccccc1NC(=O)c1ccc2c(c1)C(=O)N(Cc1ccco1)C2=O
  16, 1
> CCSC1=C(C#N)C2(CCCC2)C(C#N)=C(N)N1
  14, 5
> O=S(=O)(c1ccccc1)N1CCN(c2cc(-c3ccccc3)nc3ncnn23)CC1
  -4, -12

# Brought forward from above: four compounds, then new ones.
# Below each SMILES – TNAP Pi inh, TNAP pNPP inh
> O=C(NC1CCCCC1)N1CCC(c2nc(-c3ccc(S(=O)(=O)N4CCCC4)cc3)no2)CC1
  11, 4
> COC(=O)c1ccccc1NC(=O)c1ccc2c(c1)C(=O)N(Cc1ccco1)C2=O
  16, 1
> CCSC1=C(C#N)C2(CCCC2)C(C#N)=C(N)N1
  14, 5
> O=S(=O)(c1ccccc1)N1CCN(c2cc(-c3ccccc3)nc3ncnn23)CC1
  -4, -12
> CC1CCN(C(=O)CSc2nnc(CN3CCOCC3)n2-c2ccccc2)CC1
  11, 6
> O=C(CSc1nc2ccccc2o1)N1CCN(c2ccccc2)CC1
  -3, -7
> COc1cccc(-c2nnc(SCC(=O)Nc3ccc(OC)c(OC)c3)n2N)c1
  8, -1
> CC(C)c1nc(=S)c2ccccc2[nH]1
  6, 0
> COc1ccc(C(C)=O)c2c1OCCO2
  12, 1
> CC1(C)CC(=O)C=C(NCCc2ccc(S(N)(=O)=O)cc2)C1
  9, 5
> COc1ccc(C(c2nnnn2CCc2ccccc2)N2CCN(C3CCCC3)CC2)cc1 (stereo not given)
  11, 5
> CCN1C(=O)CS/C1=C(\C#N)S(=O)(=O)c1ccccc1
  4, 7
> COC(=O)c1ccc(NC(=O)CSc2nnc(C)n2-c2ccccc2)cc1
  7, 6
> CC(C)n1c(SCC(=O)Nc2ccccc2N2CCCCC2)nc2c1c(=O)n(C)c(=O)n2C
  0, 0
> Cc1cc(C)n(Cc2ccccc2Cl)n1
  5, 2
> O=C(Nc1cccnc1)c1cccc(S(=O)(=O)N2CCOCC2)c1
  10, 1
> COc1cc2cc(CN(C(=O)Nc3ccccc3)C3CCCC3)c(=O)[nH]c2cc1OC
  9, 7
> CCOc1ccc(C2CC(c3ccc(Br)cc3)Nc3nc(N)nn32)cc1 (stereo not given)
  1, -1
> CCCCOc1ccc(CN2CCC(O)CC2)cc1
  6, 1
> CCN(CC)S(=O)(=O)c1ccccc1/C=N\O
  13, 3
> Cc1ccc(C)n1NC(=O)c1ccccc1Cl
  14, 8
> CCCCn1c(=O)c(C(=O)OCC)c(O)c2ccccc21
  -2, 3
> COc1ccc(NC(=O)C2CC(=O)N(c3cccc(C)c3C)C2)cc1 (stereo not given)
  -4, 6
> CN(C)c1ccc(P(=O)(OCc2ccccc2)C(O)c2cccnc2)cc1 (stereo not given)
  7, -2
> C=CCn1c(N)c(C(=O)NCC2CCCO2)c2nc3ccccc3nc21 (stereo not given)
  4, 0
> COc1ccc(CCNC(=O)C2CCN(S(C)(=O)=O)CC2)cc1OC
  0, 0
> COc1ccc2c(c1)[nH]c1c(=O)n(CCc3cnc[nH]3)cnc12
  -1, 4
> Cc1cc(S(=O)(=O)N(C)CCc2ccccc2)ccc1-n1cnnn1
  8, 4
> Cc1cc(CC(C)C)n(-c2nc3ccccc3c(=O)n2OCC(N)=O)n1
  9, 5
> COCn1c(-c2cccc(Br)c2)nc2ccccc21
  6, 2
> COC(=O)c1ccc(OCCN2C3=NCCN3c3ccccc32)cc1
  -14, 3
> Cc1ccnc(N(C(=O)c2cccs2)C(=O)c2cccs2)c1
  -21, 1
> CN(CC(=O)NC1CCCCC1)S(=O)(=O)c1ccc(Cl)cc1
  7, -2
> CCCOc1ccc(C(=O)N2CCN(c3ccc(NC(=O)CC)cc3Cl)CC2)cc1
  17, 2
> CC(=O)N(CCP(=O)(c1ccccc1)c1ccccc1)Cc1ccco1
  8, 4
> CCc1nc(NCC2CCCN2CC)c2nnn(Cc3ccccc3F)c2n1 (stereo not given)
  18, 2
> Cc1ccccc1CN1C2=NCCN2c2ccccc21
  7, 3
> OCCNc1nc(-c2cccnc2)nc2ccccc12
  -20, 5
> CCOc1ccccc1C1C2C(=O)N(c3ccccc3)C(=O)C2ON1c1ccccc1 (stereo not given)
  8, 2
> c1ccc(Cc2nnc3sc(-c4cccs4)nn23)cc1
  -35, -1
> N=c1n(CCO)c2ccccc2n1Cc1ccc(Cl)cc1
  4, 0
> COc1ccc(OCC(O)CNc2ccc(Br)cc2)cc1 (stereo not given)
  4, -4
> COc1ccc(COC(=O)c2ccc(N3CCCC3=O)cc2)cc1F
  6, 0
> O=C(N1CCN(c2ccccc2)CC1)C(F)(F)C(F)F
  -2, -5
> COc1cc(C)nc(Nc2nc(C)c(C(C)=O)s2)n1
  0, 0
> Cc1nnc(Nc2ccc3c(c2)ncn3C)c2ccccc12
  12, 3
> Cc1ccc(C(=O)N2CCOCC2)cc1Cl
  1, -3
> O=C(Nc1nc2ccc(S(=O)(=O)N3CCCC3)cc2s1)C1CCCCC1
  9, 6
> CCOC(=O)c1c(CN2CCCCC2)n(C)c2cc(Br)c(OC)cc12
  6, 2
> COC(=O)c1ccc(OC(=O)C2CC(=O)N(c3ccc(C)cc3C)C2)cc1 (stereo not given)
  7, 13
> CCOC(=O)C1C(=O)NC(N2CCOCC2)=NC1C(C)C (stereo not given)
  13, 7
> CCOc1ccccc1C(=O)Nc1nccs1
  8, 4
> C=CCn1c(SCC(=O)c2cccs2)nc2sc(C)cc2c1=O
  11, 3
> COc1ccc(-n2c(SCC(N)=O)nnc2-c2ccccc2F)cc1
  -56, -9
> Cc1ccc(N(CC(O)CN2CCCC2)S(=O)(=O)c2ccc(C)cc2)cc1 (stereo not given)
  2, -1
